LmPK inhibitor: blocks Leishmania mexicana pyruvate kinase activity | 0.37% of 290,000 active | AID 1721 | purified LmPK, Kinase-Glo ATP luminescence, 1 h | Potency, µM (doses to about 57.5 µM), without a hit: at the highest dose activity change, negative = inhibition, most hits filed as inhibitors | Q27686; also: potency is read from the fitted curve at half-maximal effect; % is scaled to controls: 0 for no effect and ±100 for the full control effect
Target sequence (Q27686 whole entry, looked up): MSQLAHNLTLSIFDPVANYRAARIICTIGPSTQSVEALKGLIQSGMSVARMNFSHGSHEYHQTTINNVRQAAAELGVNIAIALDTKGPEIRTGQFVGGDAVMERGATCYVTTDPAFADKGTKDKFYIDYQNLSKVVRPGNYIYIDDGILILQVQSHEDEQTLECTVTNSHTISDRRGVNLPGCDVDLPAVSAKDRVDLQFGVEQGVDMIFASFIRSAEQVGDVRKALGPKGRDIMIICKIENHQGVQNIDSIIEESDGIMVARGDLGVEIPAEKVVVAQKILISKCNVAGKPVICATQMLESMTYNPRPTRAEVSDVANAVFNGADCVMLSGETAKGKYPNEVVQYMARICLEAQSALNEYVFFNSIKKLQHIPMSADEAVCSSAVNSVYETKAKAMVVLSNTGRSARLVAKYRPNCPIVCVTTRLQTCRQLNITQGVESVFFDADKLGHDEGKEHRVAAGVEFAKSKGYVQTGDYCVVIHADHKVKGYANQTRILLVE
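ATP generated from ADP (0.1 mM) and PEP (0.5 mM) by 0.1 nM LmPK over 1 h at room temperature (pH 7.2 imidazole buffer) was detected by coupled luciferase luminescence. Values were normalized to uninhibited and no-enzyme wells.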
Shiga inhibitor: Shiga toxin inhibition; Vero cells, Shiga toxin protein synthesis inhibition reporter; inhibition, % at 38.7 µM; 9.2% of 290,000 active; AID 2315; in the data active = inhibition mostly above about 28%, no sharp cut-off; inactive = mostly below about 43%; also: 0% is about no effect
Pf growth 48h: inhibits P. falciparum growth in the first generation, 48 h; P. falciparum luciferase growth in erythrocytes, 48 h; AID 504832; 5.9% of 310,000 active; Potency, µM (highest dose often 28.7 µM), without a hit: at the highest dose activity change, negative = inhibition, actives largely listed as inhibitors; also: potency is read from the fitted curve at half-maximal effect; % is scaled to controls: 0 for no effect and ±100 for the full control effect
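Luminescence readout; reporter = integrated firefly luciferase in P. falciparum. RBC culture at 2% hematocrit, 0.1% parasitemia final, 37 C/5% CO2; decreased signal taken as growth inhibition.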
TbPYK inhibitor: blocks Trypanosoma brucei pyruvate kinase. 0.12% of 410,000 active. TbPYK enzyme, Kinase-Glo Plus ATP luminescence, 45 min. Q57TT1. AID 624173. Potency, µM (highest dose often 76.8 µM), for inactives: at the highest dose activity, negative = inhibition, actives largely listed as inhibitors; also: potency is read from the fitted curve at half-maximal effect; % is scaled to controls: 0 for no effect and ±100 for the full control effect; nearly all actives have a fitted effect of over 50% in size
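Luminescent Kinase-Glo Plus end-point after 45 min room-temperature reaction of T. brucei pyruvate kinase started with 130 uM ADP (final). Buffer TEA 50 mM pH 7.2 with KCl, MgCl2, BSA, Tween-20; titration-based qHTS with fitted concentration-effect curves.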
Pf growth 96h: inhibits malaria parasite growth, 96 h. P. falciparum luciferase reporter growth, 96 h. Potency, µM (titrated, usually from 28.7 µM), for inactives: at the top dose activity change, negative = inhibition, usual class: inhibitors. 6.9% of 320,000 active; also: potency is read from the fitted curve at half-maximal effect; % is scaled to controls: 0 for no effect and ±100 for the full control effect
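P. falciparum expressing integrated firefly luciferase, in erythrocytes at 2% hematocrit, 0.05% parasitemia, incubated with compounds 96 h at 37 C, 5% CO2. Growth inhibition read as loss of luminescence; two-generation exposure targets delayed-death apicoplast inhibitors.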
AmpC no deterg: blocks E. coli AmpC beta-lactamase in detergent-free assay; P00811; AmpC nitrocefin hydrolysis, absorbance 480 nm, 0.0001% Triton; Potency, µM (top dose mostly 57.1 µM), for the others: at the highest dose activity change, negative = inhibition, most hits filed as inhibitors; 0.52% of 330,000 active;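 also: potency is read from the fitted curve at half-maximal effect; plate controls were no compound for no effect and no enzyme for full effect; nearly all actives have a fitted effect of over 20% in size; some results filed as inactive show a strong effect at the top dose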
Target sequence (P00811 whole entry, looked up): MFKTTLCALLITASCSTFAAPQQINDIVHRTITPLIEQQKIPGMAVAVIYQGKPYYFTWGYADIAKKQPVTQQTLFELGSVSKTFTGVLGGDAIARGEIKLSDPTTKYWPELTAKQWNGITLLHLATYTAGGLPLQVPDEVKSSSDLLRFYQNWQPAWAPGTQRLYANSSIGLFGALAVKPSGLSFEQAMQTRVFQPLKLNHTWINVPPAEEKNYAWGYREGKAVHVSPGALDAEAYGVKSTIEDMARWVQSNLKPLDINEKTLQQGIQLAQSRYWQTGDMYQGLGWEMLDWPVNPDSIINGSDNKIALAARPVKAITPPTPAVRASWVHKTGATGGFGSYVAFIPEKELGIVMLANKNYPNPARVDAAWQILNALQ
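20 mM phosphate pH 7.0 + 0.01% (detergent screen) or 0.0001% Triton X-100; 5.3 nM AmpC reagent; cpd preinc 15 min RT; nitrocefin (800 uM stock) to start; A480 q20 s × 4 min; Activity was normalised to no-enzyme and no-compound control wells.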
Cycloheximide cs: counter-screen for Shiga toxin inhibitors: cycloheximide protein synthesis inhibition. cell reporter, cycloheximide protein synthesis inhibition counterscreen. max response, %. 12% of 300,000 active. AID 2314; in the data active = max response mostly above about 13%, no sharp cut-off; inactive = mostly below about 14%; also: read at 38.3 µM for the half of the compounds with a filed dose; 0% is about no effect
Active calls of the source: *; u = inconclusive; x = not tested or not shown; [ ] = remark or other dose. Unless noted, calls follow the shape of the dose curve; as a rule, active = well fitted curve in the direction sought with a large enough effect; inconclusive = small, poorly fitted or top-dose-only effect, or another doubt; inactive = no such curve, though single readings can be large; an effect the other way counts as inactive or inconclusive.

Below each SMILES – AmpC no deterg | Cycloheximide cs | Pf growth 96h | Pf growth 48h | TbPYK inhibitor | LmPK inhibitor | Shiga inhibitor
1	C#CCOCCOCCOCCNc1nc(N2CCN(C(=O)[C@H](CCCCN)n3cc(CC(C)O)nn3)CC2)nc(N2CCN(C(=O)[C@H](CCCCN)n3cc(CC(C)O)nn3)CC2)n1 (some centres undefined)
  201%[activator] | x | 62%[activator] | -21% | -4% | x | x
2	CCCc1nnc(NC(=O)CCC(=O)N2CCC3(CC2)OCCO3)s1
  -1% | -2 | 7% | -12% | 0% | -1% | -4
3	CC1=NNC(=O)C1Cc1ccc(F)cc1 (centres undefined)
  -2% | -4 | -4% | -14% | 1% | 6% | -7
4	CSc1ncc(Cl)c(C(=O)Nc2nnc(SC/C=C/c3ccccc3)s2)n1
  -13% | 0 | x | 19% | -8% | 1% | -1
5	CC(=O)N/N=C/c1cc2c(cc1[N+](=O)[O-])OCO2
  -28% | -3 | -3% | 0% | 1% | 8% | -4
6	CC[N+]1=C(C)C(C)(C)c2cc(C)ccc21
  -12% | -3 | 7% | u | -13% | -6% | -7
7	O=C(Nc1ccccc1)N1CCOCC1
  -10% | -2 | 26% | 2% | 2% | 2% | -10
8	Cc1cc(O)ccc1-c1cnc2ccccc2n1
  8% | 34* | 2.6µM* | -27% | -12% | 0% | 100*
9	O=C(CN1CCCc2ccccc21)Nc1cc(S(=O)(=O)N2CCCC2)ccc1Cl
  -51% | x | 8.3µM* | 13µM* | 1% | x | x
10	CSc1ccccc1C(=O)Nc1ccc(C)c(C)c1
  -29% | 42* | x | 88%[activator] | 5% | u | 91*
11	c1ccc2c(c1)oc1c(N3CCN(Cc4ccc5c(c4)OCO5)CC3)ncnc12
  48% | 36* | x | u | -7% | 1% | 98*
12	O=C(CSc1nc2nc3c(cc2c(=O)n1-c1ccccc1)CCCC3)Nc1cccc2ccccc12
  -37% | -6 | 5.9µM* | 5.9µM* | 4% | 3% | 14
13	CCOC(=O)C1(CC2CC2)CCN(C(=O)c2cccnc2C)CC1
  25% | 17* | -26% | -19% | 9% | 5% | 24
14	COc1ccc(C2=CC(c3cccc(C)c3)n3nnnc3N2)cc1 (centres undefined)
  x | 28* | x | x | 2% | x | 43
15	CN(C)CCC(=O)c1ccc(F)cc1
  -10% | -3 | 15% | 8% | -2% | 2% | 16
16	COc1ccc(N=C2SC(C(=O)Nc3ccc(F)cc3)CC(=O)N2C)cc1 (centres undefined)
  4% | -5 | 3% | u | 3% | 0% | -3
17	Cc1[nH]c(=S)[nH]c(=O)c1CCCO
  -1% | -1 | 0% | 11% | 15% | 0% | -18
18	COC(=O)c1ccccc1NC(=O)CN(C1CCCCC1)S(C)(=O)=O
  14% | -3 | x | -14% | 0% | -2% | -10
19	CSCc1ccc(C(=O)N2CCC(CCC(=O)N(C)Cc3ccccc3)CC2)o1
  -12% | -1 | u | -15% | -3% | 14% | -5
20	COC(=O)CNC(=O)CNC(=O)Nc1ccccc1
  -15% | 1 | x | 1% | -7% | -3% | -10
21	COc1ccc(S(=O)(=O)N2CCCCCC2)cc1C(=O)N(C)Cc1ccc(C)cc1
  88%[activator] | x | u | u | 1% | x | x
22	O=C(CNC(=O)[C@@H]1Cc2ccccc2CN1)NC1CCCCC1
  -5% | 1 | 39%[activator] | 14% | -1% | 1% | -13
23	CC(C)N1CCC(N2CCN(Cc3ccc(-c4ccccc4Cl)o3)CC2CCO)CC1 (centres undefined)
  41% | -1 | 0% | -11% | -2% | -1% | -8
24	O=C(NC(=S)NC1CCCCC1)c1ccc(F)cc1
  -34% | 48* | -1% | -19% | 4% | -1% | 117*
25	COc1ccc(N2CCN(C(=O)CCCC(=O)c3ccccc3)CC2)cc1
  90%[activator] | 9 | 12% | 11% | -7% | -5% | 9
26	CCOCCCn1c(SCC(=O)NC(C)C)nc2ccccc2c1=O
  3% | -2 | -3% | -17% | -3% | 4% | -6
27	O=C1/C(=C/c2ccccc2)CSc2sccc21
  -34% | 13 | -1% | x | 1% | 6% | 48
28	CCc1cc(C(=O)c2ccc(OC)cc2)c(NC(=O)CN2CCCCC2)s1
  -15% | -2 | 3.7µM* | 3.7µM* | 1% | 12% | -9
29	COc1ccc(C(=O)NCc2nnc(SCC(=O)NO)n2Cc2ccccc2)cc1
  -6% | -1 | -103% | u | 0% | 6%[11.5 µM] | -12
30	CCCn1c2ccccc2c2cnn(CC(=O)NCCCOC)c(=O)c21
  12% | -2 | u | -16% | -8% | 3% | -4

Shown with tabs: 5 of the compounds above
entry	Molecule	AmpC no deterg	Cycloheximide cs	Pf growth 96h	Pf growth 48h	TbPYK inhibitor	LmPK inhibitor	Shiga inhibitor
28	CCc1cc(C(=O)c2ccc(OC)cc2)c(NC(=O)CN2CCCCC2)s1	-15%	-2	3.7µM*	3.7µM*	1%	12%	-9
27	O=C1/C(=C/c2ccccc2)CSc2sccc21	-34%	13	-1%	x	1%	6%	48
22	O=C(CNC(=O)[C@@H]1Cc2ccccc2CN1)NC1CCCCC1	-5%	1	39%[activator]	14%	-1%	1%	-13
2	CCCc1nnc(NC(=O)CCC(=O)N2CCC3(CC2)OCCO3)s1	-1%	-2	7%	-12%	0%	-1%	-4
13	CCOC(=O)C1(CC2CC2)CCN(C(=O)c2cccnc2C)CC1	25%	17*	-26%	-19%	9%	5%	24

Some of the entries so far, as a markdown table:
| nr | mol | AmpC no deterg | Cycloheximide cs | Pf growth 96h | Pf growth 48h | TbPYK inhibitor | LmPK inhibitor | Shiga inhibitor |
| --- | --- | --- | --- | --- | --- | --- | --- | --- |
| 8 | Cc1cc(O)ccc1-c1cnc2ccccc2n1 | 8% | 34* | 2.6µM* | -27% | -12% | 0% | 100* |
| 9 | O=C(CN1CCCc2ccccc21)Nc1cc(S(=O)(=O)N2CCCC2)ccc1Cl | -51% | x | 8.3µM* | 13µM* | 1% | x | x |
| 10 | CSc1ccccc1C(=O)Nc1ccc(C)c(C)c1 | -29% | 42* | x | 88%[activator] | 5% | u | 91* |
| 11 | c1ccc2c(c1)oc1c(N3CCN(Cc4ccc5c(c4)OCO5)CC3)ncnc12 | 48% | 36* | x | u | -7% | 1% | 98* |

Results in Cycloheximide cs, for some of the entries so far:
cpd | smiles | Cycloheximide cs
28 | CCc1cc(C(=O)c2ccc(OC)cc2)c(NC(=O)CN2CCCCC2)s1 | -2
14 | COc1ccc(C2=CC(c3cccc(C)c3)n3nnnc3N2)cc1 (centres undefined) | 28*

More structures.
Below each SMILES – AmpC no deterg | Cycloheximide cs | Pf growth 96h | Pf growth 48h | TbPYK inhibitor | LmPK inhibitor | Shiga inhibitor
31	COc1ccc(Nc2nnc(-c3ccc(O)cc3)c3ccccc23)cc1C(N)=O
  -42% | -1 | u | -23% | 3% | 3% | 23
32	O=[N+]([O-])c1ccccc1OCCCCN1CCCCC1
  -14% | -1 | 40%[activator] | 35%[activator] | 2% | 6% | 15
33	O=C(Nc1ncnc2c1ncn2C1OC(COC(=O)c2ccccc2)C(F)C1O)c1ccccc1 (centres undefined)
  -6% | -4 | 23% | 9% | -7% | -4% | -4
34	O=C(Nc1nncs1)c1cc2c(s1)CCC2
  -26% | 21* | 190%[activator] | 169%[activator] | -11% | -23% | 30*
35	Cc1cc(NC(=O)COc2ccc3oc4ccccc4c3c2)no1
  -28% | -3 | x | 6% | 4% | -1% | 1
36	O=C(NC(Cc1ccc(O)cc1)C(=O)O)/C(=C/c1ccccc1)NC(=O)c1ccccc1 (centres undefined)
  -14% | 18 | 12µM* | 79%[activator] | u | -3% | 8
37	COc1ccccc1NS(=O)(=O)c1ccc(NC(=O)c2nc3nc(C)cc(C(F)F)n3n2)cc1
  91%[activator] | 0 | x | 0% | 0% | -4% | -11
38	O=c1cc(N2CCC3(CC2)OCCO3)[nH]c(=O)n1-c1ccc(Cl)cc1
  -7% | -1 | 35%[activator] | 6% | -5% | -5% | 22
39	Cc1ccc(NC(=O)CSc2nnc(-c3n[nH]c4ccccc34)n2-c2ccccc2)c(C)c1
  -12% | -2 | u | u | 8% | 4% | -10
40	CCN(CC)S(=O)(=O)c1cccc(-c2nnc(SCCCC(=O)c3ccccc3)o2)c1
  2% | 11 | u | u | x | 5% | 17
41	Nc1nc2c(c(=O)[nH]1)C(c1cccc3ccccc13)C1=C(N2)c2ccccc2C1=O (centres undefined)
  -43% | -6 | 12% | -9% | -6% | 0% | -10
42	COc1cccc(/C=C/c2nc(S(=O)(=O)c3ccccc3)c(N(C)C)o2)c1
  -20% | 1 | u | 10µM* | 23% | 1% | 25
43	COc1ccc(OC)c(NC(=O)c2cccc(C)c2[N+](=O)[O-])c1
  -20% | -1 | 1.7µM* | 9% | -9% | -1% | 26
44	COc1ccc(CNc2nc(Cl)c(C#N)s2)cc1
  -20% | 41* | 0% | x | -1% | -5% | 45*
45	CCOC(=O)N1CCN(S(=O)(=O)CCNC(=O)c2ccccc2)CC1
  u | x | 4% | 10% | 1% | x | x
46	COc1cccc(Nc2ccc(C(=O)O)cc2[N+](=O)[O-])c1
  -13% | -2 | 134%[activator] | 13% | -3% | -2% | -8
47	CC(/C=N/NC(=O)c1cc(-c2ccc3ccccc3c2)n[nH]1)=C\c1ccco1
  -41% | 22* | 11% | u | 0% | -5% | 24
48	CCOC(=O)C1C(=O)OC(C)(C)C1C(C)C(=O)c1ccc(OC)cc1 (centres undefined)
  0% | -2 | 5% | 3% | 6% | -8% | 6
49	Oc1ccccc1CN(Cc1ccco1)CC(O)COCc1ccc(Cl)cc1 (centres undefined)
  9% | -2 | 2.1µM* | 2.9µM* | -4% | 3% | 4
50	COc1ccc(C(=O)Nc2ccccc2N2CCCC2)cc1
  -24% | -2 | 4% | 7% | 4% | 1% | 2
51	Cc1ccn2c(C(=O)NNC(=O)Nc3ccc(Cl)cc3)c(C)nc2c1
  -1% | -2 | u | -27% | 0% | 2% | -7
52	CCOc1ccc(N(CC(=O)N/N=C/c2cc([N+](=O)[O-])ccc2Cl)S(C)(=O)=O)cc1
  -26% | 3 | u | x | -13% | 14% | -12

A second format for 2 compounds above.
7. O=C(Nc1ccccc1)N1CCOCC1
18. COC(=O)c1ccccc1NC(=O)CN(C1CCCCC1)S(C)(=O)=O

screen / no.,7,18
AmpC no deterg,-10%,14%
Cycloheximide cs,-2,-3
Pf growth 96h,26%,x
Pf growth 48h,2%,-14%
TbPYK inhibitor,2%,0%
LmPK inhibitor,2%,-2%
Shiga inhibitor,-10,-10

Screens from PubChem.
